Screening results: PubChem BioAssay, several laboratories
HSP90 inh – HSP90 inhibitors, primary screen, cell lysate, luminescence. Heat shock protein HSP 90 (rabbit reticulocyte lysate; luciferase refolding). Rabbit reticulocyte lysate, luciferase refolding luminescence, 3 h. AID 1789, 2009. inhibition, % at 5.6 µM. hit rate 0.91% among 290,000;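 active = inhibition above the screen-wide mean plus 3 SD, computed separately per campaign, cut at about 16% in these data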;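 note: 0% = DMSO wells and 100% = 60 µM geldanamycin wells; inhibitors lower the luminescence because luciferase stays unfolded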
HSF-1 act – HSF-1 activators, primary screen, NIH3T3-HGL cells, MG132 stress, luminescence, single point. hit rate 1.7% among 300,000. NIH3T3-HGL HSF-1 luciferase reporter, 8 h; 100% = twice DMSO control signal. activation, % at 9 µM;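 active = mean replicate activation of at least 50% with a set share of replicates each reaching 50%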;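 note: 0% = median of the neutral control wells and 100% = twice that signal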
GSK3B inh – human GSK3beta kinase inhibitors, primary screen, biochemical, cell-free homogeneous, HTS; Glycogen synthase kinase-3 beta (Homo sapiens), P49841; GST-GSK3beta kinase, ADP-Glo luminescence, 60 min; stronger effect = lower value; AID 2097, 2009; hit rate 0.038% among 300,000; activity score (negative = inhibition), % at 10 µM;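 active = more than half of replicate wells score below -50%, meaning over 50% inhibition versus plate controls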;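 note: 0% = median DMSO wells and -100% = median GW8510 positive control wells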
Target sequence (P49841 whole entry, looked up): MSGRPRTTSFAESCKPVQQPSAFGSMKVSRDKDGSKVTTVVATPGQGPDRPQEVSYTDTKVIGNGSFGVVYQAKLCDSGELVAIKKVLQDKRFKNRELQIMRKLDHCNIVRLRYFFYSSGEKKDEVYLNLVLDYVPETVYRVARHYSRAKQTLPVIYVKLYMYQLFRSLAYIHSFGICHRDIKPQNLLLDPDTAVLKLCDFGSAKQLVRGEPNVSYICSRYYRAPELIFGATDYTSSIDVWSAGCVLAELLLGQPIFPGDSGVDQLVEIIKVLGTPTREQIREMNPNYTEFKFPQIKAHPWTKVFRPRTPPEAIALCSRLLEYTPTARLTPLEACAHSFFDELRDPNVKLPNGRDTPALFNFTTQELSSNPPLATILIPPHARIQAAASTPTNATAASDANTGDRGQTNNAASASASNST
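Assay system: GST-tagged human GSK3beta kinase, cell-free; Input: 1.6 ng GSK3beta; Medium: Tris/MgCl2 kinase buffer; Timing: 60 min enzyme reaction, room temperature; Signal: ADP-Glo luminescence quantifying ADP generated by kinase; Evaluation: score relative to plate controls; Benchmarks: DMSO neutral wells and GW8510 at 20 µM as positive.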
HSF1 inhib – HSF1 inhibitors in luciferase reporter cells, primary screen, cell-based, NIH3T3, luminescence. NIH3T3-HGL HSE-luciferase, MG132-induced, luminescence 8 h; stronger effect = lower value. activity change, negative = inhibition, % at 7.5 µM (by protocol). hit rate 0.77% among 300,000;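 active = more than half of replicate wells show activity change below -50%, luminescence cut by over half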;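 note: luciferase reports HSF-1 transcriptional activity via heat shock element; 0% = median of DMSO wells and -100% = zero luminescence signal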
IEC-6 tox – cytotoxicity in IEC-6 intestinal epithelial cells, primary screen, cytotoxicity control for KLF5 inhibitor project, cell-based, luminescence | IEC-6 cytotoxicity, luminescence viability | inhibition, % at 5 µM | hit rate 0.78% among 290,000 | AID 1825, 2009; in the data active = inhibition above about 22%;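 note: 0% = plate median of test compound wells and 100% = cytotoxic reference compound wells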
Dyrk1A ADPGlo – rat Dyrk1A kinase inhibitors, primary screen, biochemical, single point, plate reader. ADP-Glo luminescence, NFATc1 peptide. inhibition, % at 12.5 µM. hit rate 0.43% among 310,000; in the data active = inhibition above about 50%;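 note: plate controls were vehicle with enzyme for no effect and no enzyme for full effect; many of its hits are not listed in these tables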
KLF5 inhibitor – KLF5 expression inhibitors, primary screen, DLD-1 cells, luminescence | AID 1700, 2009 | hit rate 0.23% among 290,000 | inhibition, % at 5 µM | DLD-1 KLF5 promoter-luciferase reporter;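 active = inhibition above a per-plate limit of that plate's mean compound inhibition plus 3 SD, cut at about 60% in these data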;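 note: 0% = DMSO wells and 100% = LY294002 at 200 µM; higher means less KLF5 promoter-driven luciferase light; inactives centre near -14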
Platelet DG rel – inhibitors of platelet dense granule secretion, primary screen, cell-based, MLPCN, human platelets. human platelet-rich plasma, SFLLRN dense granule ATP release, luminescence. inhibition, %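 (compounds screened at 7.5 µM in platelet-rich plasma)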. hit rate 0.22% among 300,000;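 active = mean replicate score, as percent of positive control, at or above 50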
GSK3A inh – blockers of GSK3A enzyme activity – biochemical, luminescence, cell-free homogeneous, HTS, primary screen; Glycogen synthase kinase-3 alpha (Homo sapiens), P49840; GSK-3 alpha kinase, ADP-Glo luminescence, 60 min; AID 2650, 2010; hit rate 0.1% among 320,000; inhibition, % at 10 µM;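 in the data active = inhibition above about 50%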;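 note: GST-tagged GSK-3 alpha with peptide substrate and 25 µM ATP; 0% = DMSO neutral wells and 100% = GW8510 positive control wells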
Target sequence (P49840 whole entry, looked up): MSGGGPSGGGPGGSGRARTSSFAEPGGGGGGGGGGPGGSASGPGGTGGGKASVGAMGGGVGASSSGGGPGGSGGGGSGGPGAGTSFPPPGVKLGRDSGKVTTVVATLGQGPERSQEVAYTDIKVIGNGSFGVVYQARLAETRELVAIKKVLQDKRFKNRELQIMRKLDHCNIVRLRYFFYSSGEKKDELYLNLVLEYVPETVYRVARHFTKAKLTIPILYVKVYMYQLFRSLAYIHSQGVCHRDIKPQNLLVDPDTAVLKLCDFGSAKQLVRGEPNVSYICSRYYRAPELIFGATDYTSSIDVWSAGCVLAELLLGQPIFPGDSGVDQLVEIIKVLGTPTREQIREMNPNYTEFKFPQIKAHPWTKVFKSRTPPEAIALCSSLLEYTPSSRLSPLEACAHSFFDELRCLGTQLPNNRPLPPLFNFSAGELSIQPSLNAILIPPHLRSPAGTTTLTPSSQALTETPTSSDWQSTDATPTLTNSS
aSyn UTR inh – MLPCN primary screen, SNCA 5' untranslated region. alpha-synuclein 5'UTR reporter, inhibitor activity. inhibition, % (tested at 7.5 µM). hit rate 0.82% among 300,000; in the data active = inhibition above about 60%;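 note: H4 neuroglioblastoma cells stably carrying SNCA 5'UTR luciferase fusion; 0% = DMSO wells and 100% = positive control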
* marks the source's active call; other numbers are inactive results; nt = no result given. An excerpt; the hit share may differ from the screen's.

SMILES	HSP90 inh	HSF-1 act	GSK3B inh	HSF1 inhib	IEC-6 tox	Dyrk1A ADPGlo	KLF5 inhibitor	Platelet DG rel	GSK3A inh	aSyn UTR inh
Cc1ccccc1NS(=O)(=O)c1ccc2[nH]c(=O)[nH]c2c1	-1	-7	2	-9	1	-5	-21	-2	1	12
C=CCNC(=O)CSc1nnc(-c2ccccn2)n1Cc1ccccc1	-2	-6	-1	-4	2	-7	-11	-3	-4	4
CN(C)NC1CCS(=O)(=O)C1 (stereo unspecified)	0	-10	0	-5	-1	1	-23	11	2	7
Cc1ccn2cc(CSc3ccccc3N)nc2c1	1	-5	1	-4	-2	-4	-83	-3	-1	-97
O=C(NC1CCCc2ccccc21)c1ccc(Cl)nc1 (stereo unspecified)	-6	11	2	-10	-1	2	-12	2	1	9
CCC(=O)Oc1ccc2c(C)cc(=O)oc2c1C(=O)c1ccccc1	-6	nt	-1	nt	0	-6	-2	-2	-3	-2
COc1ccc(CNC(=O)N[C@H](C(=O)O)C(C)C)cc1OC	-2	24	-2	0	1	4	-5	-1	0	-6
CCOc1ccc(CCNC(=O)c2nccnc2C(=O)O)cc1OCC	-2	-4	-5	-4	-8	-1	-12	-2	-1	-3
CC(=O)Nc1ccc(NC(=O)C(C)OC(=O)CNC(=O)c2ccc(-c3ccccc3)cc2)cc1 (stereo unspecified)	nt	-14	2	-5	nt	-1	nt	-11	-1	-16
COc1ccc(NC2CCCN(C(=O)c3ccc(OC)o3)C2)cc1 (stereo unspecified)	-2	3	-3	2	0	-4	-9	-3	0	8
CC1CCC(NC(=O)COC(=O)CSc2ccc(C(N)=O)cc2[N+](=O)[O-])CC1 (stereo unspecified)	nt	2	-1	0	nt	12	nt	-2	-1	5
CCOC(=O)CN1C(=O)N[C@@H](CCc2ccccc2)[C@H](C(=O)OC)[C@H]1C	nt	-9	-2	3	nt	7	nt	6	2	-10

Record cards, as listed above.
CCC(=O)Oc1ccc2c(C)cc(=O)oc2c1C(=O)c1ccccc1 is listed with HSP90 inh = -6; HSF-1 act = nt; GSK3B inh = -1; HSF1 inhib = nt; IEC-6 tox = 0; Dyrk1A ADPGlo = -6; KLF5 inhibitor = -2; Platelet DG rel = -2; GSK3A inh = -3; aSyn UTR inh = -2
CN(C)NC1CCS(=O)(=O)C1 (stereo unspecified) is listed with HSP90 inh = 0; HSF-1 act = -10; GSK3B inh = 0; HSF1 inhib = -5; IEC-6 tox = -1; Dyrk1A ADPGlo = 1; KLF5 inhibitor = -23; Platelet DG rel = 11; GSK3A inh = 2; aSyn UTR inh = 7

Further structures.
SMILES	HSP90 inh	HSF-1 act	GSK3B inh	HSF1 inhib	IEC-6 tox	Dyrk1A ADPGlo	KLF5 inhibitor	Platelet DG rel	GSK3A inh	aSyn UTR inh
COc1cccc(CC(=O)Nc2cccc3ccccc23)c1	-2	14	0	2	-3	-5	-18	10	0	-2
CCCN1CCN(CCCNC(=O)c2ccc3c(=O)n(CCc4ccccc4)c(=O)[nH]c3c2)CC1	-2	0	-2	9	-4	1	-18	6	-1	-5
COc1ccc2oc(C(=O)NN3C(C)CCCC3C)c(C)c2c1 (stereo unspecified)	-2	-3	0	-3	1	0	5	1	0	26
CCSc1cnn(-c2ccccc2)c(=O)c1Cl	nt	19	-3	-7	nt	9	nt	-3	0	-92
Clc1ccc(OCCOCCOc2cccc3cccnc23)c(Br)c1	-3	-1	1	-11	3	6	-10	-1	0	20
CCOc1ccc(CNC(=O)Cn2ccc3cc(S(=O)(=O)N4CCCCCC4)ccc32)cc1	4	19	-27	24	5	-3	-6	-3	4	9
OC1CCC(NC(=S)Nc2ccc(SC(F)F)cc2)CC1 (stereo unspecified)	-1	27	0	0	-8	6	-94	9	-1	-126
C[C@@H](NC(=O)c1coc(=O)c(Br)c1)c1ccccc1	2	3	1	10	-5	1	-13	-4	-1	-60
Cc1ccc(-n2nnnc2Sc2nc([N+](=O)[O-])nn2C)cc1C	2	34	0	10	8	6	5	-1	4	-36
O=S(=O)(Nc1ccc(N2CCCCC2)cc1)c1cccs1	-4	-2	1	-8	0	6	-10	11	0	-10
COc1ccc(-c2ccc(-c3noc(C(C)C)n3)c(OC)n2)cc1	1	26	3	17	6	8	-2	-31	2	-96
CN1C(=O)N(C)C(NC(=O)Nc2ccccc2)C1NC(=O)Nc1ccccc1 (stereo unspecified)	1	4	-2	-4	0	4	1	2	2	4

Exported with values under each structure: entries from further up.
Below each SMILES: HSP90 inh	HSF-1 act	GSK3B inh	HSF1 inhib	IEC-6 tox	Dyrk1A ADPGlo	KLF5 inhibitor	Platelet DG rel	GSK3A inh	aSyn UTR inh
CCOC(=O)CN1C(=O)N[C@@H](CCc2ccccc2)[C@H](C(=O)OC)[C@H]1C
  nt	-9	-2	3	nt	7	nt	6	2	-10
COc1cccc(CC(=O)Nc2cccc3ccccc23)c1
  -2	14	0	2	-3	-5	-18	10	0	-2
CCCN1CCN(CCCNC(=O)c2ccc3c(=O)n(CCc4ccccc4)c(=O)[nH]c3c2)CC1
  -2	0	-2	9	-4	1	-18	6	-1	-5
COc1ccc2oc(C(=O)NN3C(C)CCCC3C)c(C)c2c1 (stereo unspecified)
  -2	-3	0	-3	1	0	5	1	0	26
CCSc1cnn(-c2ccccc2)c(=O)c1Cl
  nt	19	-3	-7	nt	9	nt	-3	0	-92
Clc1ccc(OCCOCCOc2cccc3cccnc23)c(Br)c1
  -3	-1	1	-11	3	6	-10	-1	0	20
CCOc1ccc(CNC(=O)Cn2ccc3cc(S(=O)(=O)N4CCCCCC4)ccc32)cc1
  4	19	-27	24	5	-3	-6	-3	4	9
OC1CCC(NC(=S)Nc2ccc(SC(F)F)cc2)CC1 (stereo unspecified)
  -1	27	0	0	-8	6	-94	9	-1	-126
C[C@@H](NC(=O)c1coc(=O)c(Br)c1)c1ccccc1
  2	3	1	10	-5	1	-13	-4	-1	-60
Cc1ccc(-n2nnnc2Sc2nc([N+](=O)[O-])nn2C)cc1C
  2	34	0	10	8	6	5	-1	4	-36
O=S(=O)(Nc1ccc(N2CCCCC2)cc1)c1cccs1
  -4	-2	1	-8	0	6	-10	11	0	-10
COc1ccc(-c2ccc(-c3noc(C(C)C)n3)c(OC)n2)cc1
  1	26	3	17	6	8	-2	-31	2	-96

Carrying on:
SMILES	HSP90 inh	HSF-1 act	GSK3B inh	HSF1 inhib	IEC-6 tox	Dyrk1A ADPGlo	KLF5 inhibitor	Platelet DG rel	GSK3A inh	aSyn UTR inh
Cc1ccc(/C=C2\SC(=S)N(C3CCS(=O)(=O)C3)C2=O)cc1 (stereo unspecified)	0	7	-1	-3	4	9	-19	3	4	-18
COCCCC1CCN(Cc2cn[nH]c2-c2cc(OC)c(OC)c(OC)c2)CC1	-4	-10	1	0	-5	-8	-22	-6	-1	8
CCOC(=O)c1[nH]c2ccc(F)cc2c1NC(=O)C(C)N1CCc2cc(OC)c(OC)cc2C1 (stereo unspecified)	-1	-10	7	-4	-2	0	-24	8	6	-4
O=C(COC(=O)Cc1ccccc1[N+](=O)[O-])NCC1CCCCC1	0	11	4	1	-8	nt	3	-3	-1	-29
Cc1ccccc1-c1noc(-c2ccccc2C(=O)NCc2ccco2)n1	10	6	1	2	6	-11	0	-5	-5	25
CCCOc1ccc(N2C(=O)CC(SCCc3nc4ccccc4[nH]3)C2=O)cc1 (stereo unspecified)	-3	13	-1	1	-5	4	1	-2	0	7
COc1ccc2ccccc2c1C(=O)/C=C\c1ccoc1	2	21	3	5	-8	6	-8	2	0	-37
CC(=O)c1cc2c(cc1NC(=O)c1ccco1)OCCO2	3	16	0	7	3	3	-3	-2	-4	-61
O=C(NCc1ccncc1)C(=O)NCc1ccncc1	1	0	-2	7	-5	-2	-3	-22	-3	-15
CC(=C/c1ccco1)/C=N/N1CCN(c2ccccc2)CC1	-1	39	1	22	-2	-3	-65	35	1	-175
CCc1sc(C(=O)Nc2ccc(F)cc2C)cc1C	1	6	-1	13	-2	0	-26	0	-1	-43
O=C(Nc1cccc(Cl)c1)/C(=C\c1cccnc1)NC(=O)c1ccco1	-2	33	0	1	-2	-3	-17	1	0	-4
N#CCn1c2ccccc2c2nc3ccccc3nc21	-1	17	2	16	0	7	-33	-8	5	16
CNC(=O)c1[nH]cnc1C(=O)Nc1ccc(Cl)cc1	-4	44	4	27	8	11	-46	1	-4	18
COc1cccc(OC)c1C(=O)Nc1cccnc1	2	10	-4	3	-1	-6	-2	-9	2	-1
COc1ccc(NC(=O)CCc2nnc3ccc(NCc4ccco4)nn23)cc1OC	-4	7	0	-7	-3	-3	-35	6	-1	7
CCOc1cc(C(=O)OC(C(=O)NC(=O)NC)c2ccccc2)ccc1OCC(=O)N1CCOCC1 (stereo unspecified)	nt	1	nt	1	nt	-5	nt	nt	-2	nt
CCCCN(C(=O)CNC(=O)c1ccco1)C(C(=O)NC1CCCCC1)c1ccc(OC)cc1OC (stereo unspecified)	0	-14	0	4	1	-2	0	2	1	-6
Cc1ccccc1-n1c(C)nc2ccccc21	-3	-61	-3	-53*	-5	3	-20	0	-1	-3
COc1ccc(-c2oc(NC(C)=O)c(C#N)c2-c2ccc(OC)cc2)cc1	4	6	-3	-3	-3	1	20	2	-2	3
CCOC(=O)c1cn(CC)c2cc(N3CCN(C)CC3)c(F)cc2c1=O	2	0	1	-3	3	3	1	10	-4	-11
N#Cc1sc2nc3c(cc2c1N)CCCC3	-2	4	4	3	-1	-2	-32	1	0	0
CCNC(=O)NC(=O)C(C)OC(=O)CCCSc1nc2ccccc2s1 (stereo unspecified)	2	1	2	6	-1	7	-26	2	1	41
COc1ccc(C(=O)Nc2ccncc2)c(OC)c1	3	6	-1	6	6	15	-28	9	10	-21
Cc1cc(C)n(-c2ccc(Oc3ccccc3)c(S(=O)(=O)O)c2)n1	1	-12	-1	-1	4	1	-37	3	-1	nt
Cn1cc(C(=O)c2ccccc2)cc1-c1nc2ccccc2n1C	-1	-40	4	-27	3	1	-7	-1	0	-15
CN1c2ccc([N+](=O)[O-])cc2N(C)C1(C)c1ccccc1 (stereo unspecified)	-2	33	-1	15	-1	11	-9	2	0	22
C=CCn1c(SCC#N)nc2sc(CC)cc2c1=O	-4	4	3	0	3	1	-4	5	0	-6
O=C(NNC(=O)C(O)c1ccccc1)NC1CCCCC1 (stereo unspecified)	12	-21	0	1	-1	3	-10	2	-1	-3
Cc1nn(-c2ccccc2)c2[nH]c(=O)c(CNc3ccc(N4CCOCC4)cc3)cc12	2	-7	2	-15	-8	-1	-12	7	-1	-10
Cc1ccc(CN(c2ccc(C(=O)N3CCc4ccccc4C3)cc2)S(C)(=O)=O)cc1	3	-2	-7	7	3	0	8	5	0	19
